# p53null 39C kill = qHTS Screen for Compounds that Selectively Target Cancer Cells with p53 Mutations: Cytotoxicity of p53 Null Cells at the Nonpermissive Temperature. Potency, µM (titrated, usually from 46.1 µM), without a hit: at the highest dose activity, negative = cell killing, usual class: cytotoxic. H1299 p53-null (neo) cells, 39C, ATPlite viability, 24 h. 0.97% of 55,000 active. AID 904, 2007;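 further: potency means the concentration at half of the fitted maximal effect; 0% = DMSO only and -100% = full killing by 100 µM tamoxifen; nearly all actives have a fitted effect of over 50% in size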
#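 Following overnight plating at 37C (600 cells/well), H1299-neo or H1299-p53A138V cells are dosed up to 46 uM. Incubation lasts 24 hr at 39C before ATP detection.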
# B2AR arrestin ag = qHTS assay of beta-arrestin-biased ligands of beta2-adrenergic receptor: NCGC Sytravon Library Screen. Beta-2 adrenergic receptor (Homo sapiens), P07550. HTLA Tango cells, beta-arrestin recruitment, luciferase luminescence, 18 h. Potency, µM (top dose mostly 46.1 µM), for inactives: top-dose activation, actives largely listed as activators. 44,000 tested, under 10 active. AID 1347077, 2019;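 further: potency means the concentration at half of the fitted maximal effect; 0% = DMSO and full agonism = EC100 isoproterenol or metaproterenol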
#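 Tango cells expressing recombinant beta2-AR and beta-arrestin were treated with compounds (up to 46 microM titration) in DMEM with 1% FBS for 18 hr at 37 degrees C. Beta-arrestin recruitment drove tTA-dependent luciferase, read by luminescence; curves were fitted and classed.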
# p53null 32C tox = qHTS Screen for Compounds that Selectively Target Cancer Cells with p53 Mutations: Cytotoxicity of p53 Null Cells at the Permissive Temperature; H1299-neo p53 null cells, ATP luminescence, 24 h, 32C; Potency, µM (top dose mostly 46.1 µM), without a hit: at the top dose activity change, negative = cytotoxicity, hits mostly cytotoxic; 0.62% of 55,000 active;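 further: potency means the concentration at half of the fitted maximal effect; 0% = DMSO only and -100% = full killing by 100 µM tamoxifen; nearly all actives have a fitted effect of over 55% in size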
#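 We seeded p53-null H1299-neo cells, incubated them overnight at 37C, and added compounds across a range up to 46 uM. After 24 hours at 32C, ATP reagent was applied for 20 min at room temperature and luminescence recorded.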
# NTMT1 inhibitor = Primary qHTS for Inhibitors of N-terminal methyltransferase 1 (NTMT1): MTaseGlo Assay. N-terminal Xaa-Pro-Lys N-methyltransferase 1 (Homo sapiens), Q9BV86. NTMT1 MTase-Glo SAH luminescence, purified enzyme. Potency, µM (series often up to 114 µM), without a hit: at the highest dose activity change, negative = inhibition, usual class: inhibitors. 2.5% of 59,000 active;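 further: potency means the concentration at half of the fitted maximal effect; plate controls were DMSO vehicle for no effect and no enzyme for full effect; nearly all actives have a fitted effect of over 65% in size; many of its hits are not listed in these tables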
# PTAP-TSG101 blk = qHTS Validation Assay for Inhibitors of HIV-1 Budding by Blocking the Interaction of PTAP/TSG101: Sytravon Library Screen; Tumor susceptibility gene 101 protein (Homo sapiens), Q99816; Fluorescence polarization, FITC-PTAP peptide/Tsg101, 20 min; Potency, µM (series often up to 115 µM), without a hit: top-dose activity change, negative = inhibition, hits mostly inhibitors; 44,000 tested, under 10 active; AID 1347069, 2019; further: potency means the concentration at half of the fitted maximal effect; 0% is about no effect
# Target sequence (Q99816 whole entry, looked up): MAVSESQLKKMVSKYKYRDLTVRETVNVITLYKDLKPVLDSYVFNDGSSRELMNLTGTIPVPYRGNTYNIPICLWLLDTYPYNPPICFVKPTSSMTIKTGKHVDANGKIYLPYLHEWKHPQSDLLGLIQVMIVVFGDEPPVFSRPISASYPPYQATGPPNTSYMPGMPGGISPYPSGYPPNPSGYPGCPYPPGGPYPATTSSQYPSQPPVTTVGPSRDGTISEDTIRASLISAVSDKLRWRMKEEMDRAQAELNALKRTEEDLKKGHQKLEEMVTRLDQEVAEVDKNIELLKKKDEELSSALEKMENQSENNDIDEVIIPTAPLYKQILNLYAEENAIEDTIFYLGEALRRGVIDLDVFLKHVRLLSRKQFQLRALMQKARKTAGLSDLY
#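 FITC-labeled PTAP peptide (50 nM final) binding to Tsg101 binding domain (10 uM final) read by fluorescence polarization after 20 min at r.t. in HEPES pH 7.5 buffer. Actives by CRC class, <25 µM.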
# GALK inhibitor = qHTS Assay for Inhibitors of Human Galactokinase (GALK): NCGC Sytravon Library Screen; P51570; recombinant GALK, Kinase-Glo ATP luminescence, 1 h; Potency, µM (series often up to 57.5 µM), for inactives: at the top dose activity, negative = inhibition, usual class: inhibitors; 44,000 tested, under 10 active; AID 1347072, 2019;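 further: plate controls were full GALK reaction for no effect and reaction lacking GALK for full effect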
#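 5 nM GALK with 35 µM ATP and 100 µM galactose in HEPES pH 8.0, MgCl2, NaCl, DTT, BSA; 1 h RT reaction, remaining ATP detected by Kinase-Glo Plus luminescence after 10 min; qHTS concentration series.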
# FH mod = Identification of activators of human fumarate hydratase by quantitative high-throughput screening; FH coupled MDH/diaphorase resazurin fluorescence, 15 min; Potency, µM (titrated, usually from 79.9 µM), without a hit: top-dose activity change, negative = inhibition, actives largely listed as inhibitors; AID 1347055, 2019; 0.22% of 54,000 active; Fumarate hydratase, mitochondrial (Homo sapiens), P07954; further: potency means the concentration at half of the fitted maximal effect; on the % scale 0 is the no-effect control and ±100 the full control effect; the screen sought activators but most active calls are inhibition curves; nearly all actives have a fitted effect of over 45% in size
# Target sequence (P07954 whole entry, looked up): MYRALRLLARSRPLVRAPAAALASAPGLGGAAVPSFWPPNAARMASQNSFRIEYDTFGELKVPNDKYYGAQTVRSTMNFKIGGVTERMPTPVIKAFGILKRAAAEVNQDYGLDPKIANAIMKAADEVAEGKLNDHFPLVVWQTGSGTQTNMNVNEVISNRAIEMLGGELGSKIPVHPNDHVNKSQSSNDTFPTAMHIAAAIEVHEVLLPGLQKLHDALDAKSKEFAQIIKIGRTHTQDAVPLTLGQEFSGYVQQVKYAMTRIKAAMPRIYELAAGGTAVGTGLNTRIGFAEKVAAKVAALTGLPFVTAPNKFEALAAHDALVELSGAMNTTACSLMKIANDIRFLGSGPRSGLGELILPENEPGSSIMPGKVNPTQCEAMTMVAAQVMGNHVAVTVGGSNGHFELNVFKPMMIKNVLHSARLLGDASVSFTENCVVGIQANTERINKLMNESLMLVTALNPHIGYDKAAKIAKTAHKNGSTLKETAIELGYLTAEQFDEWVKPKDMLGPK
# * = called active by the depositor; ? = inconclusive; / = not tested or not shown; [ ] = dose if it differs, or a comment. The call rests on the fitted dose curve; in most records, active means well fitted curve in the direction sought with a large enough effect; inconclusive means small, poorly fitted or top-dose-only effect, or another doubt; inactive means no such curve, though single readings can be large; an effect the other way counts as inactive or inconclusive. Only part of the results is shown; count on the stated rates, not on these rows.
# The line under a structure holds: p53null 39C kill, B2AR arrestin ag, p53null 32C tox, NTMT1 inhibitor, PTAP-TSG101 blk, GALK inhibitor, FH mod
COc1ccc(NC(=O)c2cc(S(=O)(=O)N3CCOCC3)ccc2OC)cc1
    15%, -1%, 3%, 4%, 0%, 4%, -2%
CCOc1ccc(CCNC(=O)c2c3c(nc4ccccc24)C(=O)N(C2CCCCC2)C3)cc1
    9%, 0%, 3%, 0%, -2%, -2%, -6%
Cc1ccc(CCNC(=O)c2ccc(CS(=O)(=O)Cc3cccc(C)c3)o2)cc1
    15%, 2%, -9%, -1%, 0%, -5%, -11%
CN1CCN(C(c2ccccc2)c2sc3nc(-c4ccco4)nn3c2O)CC1 (stereo unspecified)
    7%, -3%, -3%, 7%, -1%, -1%, -3%
Cc1c(Cl)cccc1NC(=O)C(C)n1c(=O)cc(-c2ccccc2)c2c(C)nn(C)c21 (stereo unspecified)
    -1%, 0%, 1%, -1%, 0%, 4%, -10%
Cc1cccc(NC(=O)c2cc(S(=O)(=O)N3CCC4(CC3)OCCO4)ccc2F)c1
    17%, 2%, -8%, -5%, -4%, -8%, -6%
Clc1ccc(OCc2nc(-c3ccc(-n4cccc4)cc3)no2)cc1
    -16%, 0%, 4%, -4%, -1%, 0%, -8%
CC(=O)Nc1c(C(=O)Nc2cccc(C)c2)nnn1-c1ccc(C)cc1
    2%, -1%, 2%, 3%, -11%, 7%, -22%
CN(C)c1ccc(NC(=O)CSc2nc(-c3ccco3)cc(C(F)(F)F)n2)cc1
    -10%, 0%, 11%, -9%, -1%, 3%, 5%
CCc1ccc(CNC(=O)Cn2nc(C)c3c(C)n(-c4ccc(C)cc4)nc3c2=O)cc1
    -6%, -1%, -1%, 0%, -2%, 2%, 11%
Cc1ccc(-c2nc3c(c(SCC(=O)N(C)c4ccccc4)n2)Cc2c(CO)cnc(C)c2O3)cc1
    -11%, 0%, 2%, -10%, 10%, 0%, -24%
CCCCCn1c(NCc2ccc(OC)cc2)nc2ccccc21
    ?, 0%, 7%, -11%, -10%, 2%, 0%
COc1ccc(-c2cc(C(F)(F)F)nc(SCC(=O)NCCc3ccccc3)n2)cc1
    -3%, 0%, -1%, 13%, -5%, 2%, 3%
Cc1cc(C)c(OCC(=O)N(Cc2ccco2)Cc2ccco2)c(C)c1
    -10%, -2%, 13%, -3%, -1%, -6%, -17%
CC1CCCCN1S(=O)(=O)c1cc2c3c(c1)CC(=O)N3CCC2 (stereo unspecified)
    -4%, -1%, 0%, 5%, 0%, -1%, -5%
CCc1ccc(NC(=O)CC2C(=O)OCCN2CC)cc1 (stereo unspecified)
    /, 1%, /, 3%, -1%, 0%, -10%
COc1cc(OC)c(NC(=O)Nc2nnc(N(C)C3CCCCC3)s2)cc1Cl
    0%, -3%, -5%, -3%, -10%, 3%, -9%
C=Cc1ccc(CN2C(=O)c3ccccc3Sc3ccc(C(=O)OCc4ccco4)cc32)cc1
    6%, 0%, 1%, 14%, 0%, -1%, -8%
CCc1ccccc1-n1cnc2cc(C(=O)NC3CCCCCC3)ccc21
    5%, -1%, 30%[activator], -2%, -2%, -6%, -26%
COc1cccc(CNC(=O)Nc2cn(CC(C)C)c(=O)c3ccccc23)c1
    1%, 0%, 7%, -2%, -1%, 0%, ?
CC(C)Cc1ccc(S(=O)(=O)Nc2ccc3[nH]c(=O)[nH]c3c2)cc1
    -20%, 1%, 20%, 9%, -1%, -8%, -8%
CCCOc1ccc(C2C(=O)N(C3CCC(C)CC3)CC(=O)N2CCc2ccccc2)cc1OC (stereo unspecified)
    -2%, 2%, -8%, /, -4%, 0%, /
COc1cc(NC(=O)CC2C(=O)N(c3ccccc3)C(=O)N2Cc2ccc(F)cc2)cc(OC)c1 (stereo unspecified)
    3%, -1%, 7%, 4%, -1%, 1%, -13%
COc1ccc(CCn2c(=O)[nH]c3cc(C(=O)N4CCN(c5ccccc5)CC4)ccc3c2=O)cc1OC
    -6%, -3%, -13%, 33%[activator], 0%, -1%, -16%
COc1cc(NC(=O)c2cc(C)nc3c2c(C)nn3-c2ccccc2Cl)cc(OC)c1
    ?, -1%, 4%, 1%, 1%, 2%, ?
Cc1ccc2c(=O)cc(C(=O)Nc3cccc(Cl)c3C)oc2c1C
    -10%, 0%, -4%, -5%, -5%, 3%, -19%
Cc1cc(N2CCN(C)CC2)nc2ccc(NC(=O)Nc3ccccc3)cc12
    ?, 2%, ?, -12%, -2%, -1%, 2%
O=C(COc1ccc(Cl)cc1)NCC(c1ccco1)S(=O)(=O)c1ccc(F)cc1 (stereo unspecified)
    24%, -2%, 3%, -9%, -6%, 3%, -1%
CCn1nc(-c2ccccc2)c(-c2ccccc2)c(C(=O)Nc2nc(C)c(C(=O)N(C)C)s2)c1=O
    -2%, -1%, 11%, 7%, -2%, ?, 0%
COc1cccc(NC(=O)CCNS(=O)(=O)c2ccc3c(c2)CCCC(=O)N3)c1
    6%, -1%, -21%, -1%, 2%, 4%, 2%
CCc1ccccc1NC(=O)CN1C(=O)c2cccnc2Oc2ccc(Cl)cc21
    2%, 1%, 2%, -16%, 2%, 1%, 0%
O=C(Cn1ncc2c3ccccc3n(Cc3ccccc3)c2c1=O)NCc1ccccn1
    -23%, -4%, 6%, -5%, 1%, 6%, 0%
CCOc1ccc(-c2nnc(SCC(=O)Nc3ccc(C)cc3Cl)o2)cc1
    -6%, -2%, -11%, -10%, 1%, 1%, -15%
Cc1cccc2c(=O)cc(CSc3ccccc3NC(=O)c3cccc(Cl)c3)[nH]c12
    -8%, 1%, -1%, 1%, 1%, 3%, -17%
COc1ccc(-c2noc(-c3ccc(N4CCN(c5ccccc5)CC4)c([N+](=O)[O-])c3)n2)cc1OC
    ?, 0%, -14%, 1%, 3%, -3%, -3%
Cn1cnc(S(=O)(=O)N2CCC(C(=O)Nc3ccc(C#N)cc3)CC2)c1
    15%, 1%, -2%, -3%, -2%, -4%, -7%
O=C(NCC(c1ccco1)S(=O)(=O)c1cccs1)c1ccc(C(F)(F)F)cc1 (stereo unspecified)
    -2%, 0%, 10%, -1%, -15%, 2%, -7%
CCOC(=O)c1ccc(NC(=O)C2=C(C)Nc3nc(SCc4ccc(Cl)cc4)nn3C2c2ccc(C)cc2)cc1 (stereo unspecified)
    -6%, -2%, -4%, -3%, 0%, 7%, -5%
COc1ccc(-c2noc(-c3ccc(NC4CCCC4)c([N+](=O)[O-])c3)n2)cc1OC
    -3%, -1%, -12%, -1%, 3%, -12%, -9%
Cc1ccc2ncc3c(-c4ccc(F)cc4)nn(-c4cccc(F)c4)c3c2c1
    12%, 0%, -1%, -2%, 0%, -2%, -1%
N#Cc1ccc(CN2C(=O)c3ccccc3Sc3ccc(C(=O)OCc4ccco4)cc32)cc1
    -28%, -1%, -4%, -1%, -2%, -2%, -25%
O=C(CSc1cn(CC(=O)N2CCCCC2)c2ccccc12)Nc1ccccc1F
    -11%, 1%, -1%, 4%, -5%, ?, -4%
Fc1ccc(-c2cn3cc(Cc4ccccc4Cl)sc3n2)cc1
    7.9µM*, 0%, ?, 8%, 2%, 0%, -8%
Cn1c(=O)c2c(-c3ccc(Cl)cc3)n(CCc3ccccc3)cc2n(C)c1=O
    -17%, 6%, 0%[9.22 µM], ?, -1%, 9%, -15%
CCN1CCN(c2ncnc3c2cnn3-c2cccc(C)c2)CC1
    3%, 2%, -28%, -5%, -1%, 1%, -10%
COc1ccc(S(=O)(=O)NCCS(=O)(=O)N2CCN(c3ccccc3)CC2)cc1C
    3%, 1%, 9%, -11%, 0%, 1%, -16%
COc1ccc(NC(=O)C2Cc3ccccc3N2C(=O)c2ccccc2)c(OC)c1 (stereo unspecified)
    -4%, 0%, 1%, -25%, -2%, -3%, 4%
CCOc1ccc(C(=O)c2cn(CC(=O)Nc3ccc4c(c3)OCCO4)c3ccc(F)cc3c2=O)cc1
    -4%, 1%, -3%, 6%, 3%, -1%, 1%
CCN(CCCNC(=O)CN1N=C(c2ccc(C)cc2)CCC1=O)c1ccccc1
    9%, -1%, 7%, ?, 1%, -7%, -14%
Cc1ccc(CNC(=O)c2nc(SCc3ccc(C)cc3)ncc2Cl)cc1
    -21%, -2%, -8%, 5%, 2%, 1%, 2%
COc1ccccc1NC(=O)C(=O)c1cc(C)n(-c2cc(C)cc(C)c2)c1C
    -14%, 0%, -2%, 21%, -1%, 3%, 23%
COc1ccccc1CNS(=O)(=O)c1c(C)nc2sc(C)cn2c1=O
    -16%, -1%, -8%, -1%, 1%, -6%, -25%
COc1ccccc1NC(=O)c1cc2cc3ccc(OC)c(Cl)c3nc2s1
    10%, 0%, -5%, 40µM*, 7%, -2%, -6%
Cc1ccc(N(C)C(=O)C2CCCN(c3ncnc4c3nc3n4CCCCC3)C2)cc1C (stereo unspecified)
    18%, 0%, 10%, 0%, 2%, -1%, -9%
CCCC12CN3CC(C)(CN(C1)C3c1ccc(CC)cc1)C2=O (stereo unspecified)
    -7%, -1%, 0%, -8%, -9%, 2%, -13%
COc1ccc(-c2nc(CNS(=O)(=O)c3ccc(F)cc3)cs2)cc1
    -11%, -3%, 10%, -3%, 4%, 3%, -19%
CC1CN(C(=O)Nc2ccc(C(=O)NCCc3ccccc3)cc2)c2ccccc2S1 (stereo unspecified)
    -27%, -3%, -3%, 11%, -10%, 4%, 3%
CCOc1ccc(C2C(=O)N(C3CCCCCC3)CC(=O)N2CCc2ccc(Cl)cc2)cc1OC (stereo unspecified)
    10%, -1%, 6%, /, -6%, -2%, /
Fc1ccc(-n2ncc3c(NCCCN4CCOCC4)ncnc32)cc1
    0%, 0%, -12%, 1%, -2%, -1%, -2%
COCCn1c(=NC(=O)c2ccc3c(c2)OCCO3)sc2cc(NC(C)=O)ccc21
    ?, 0%, -13%, 8%, -1%, 1%, 4%
CC(C)(C)OC(=O)N1CCC(c2c(C(=O)Nc3ccc4c(c3)OCCO4)cnn2-c2ccc(Cl)cc2)CC1
    20%, 0%, 16%, 0%, 0%, 2%, ?
